MrgX1 agonist = agonists of human MrgX1 receptor, primary screen, HEK293 cells, Fluo-4 calcium flux | Mas-related G-protein coupled receptor member X1 (Homo sapiens), Q96LB2 | Fluo-4 calcium fluorescence, agonist mode; hits give high values | B-score at 10 µM | hit rate 0.44% among 310,000;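 active means calcium response B-score plate-corrected fluorescence ratio at least 3 library SD, with starting fluorescence B-score inside 5 SD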
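Material – MrgX1-expressing HEK293 cells · Input – 15,000 cells seeded per well · Dosing – compound as first of three additions · Times – overnight seeding, then 1 h dark dye loading · Measured by – kinetic Fluo-4 NW fluorescence of intracellular calcium · Read-out – B-scored fluorescence response ratio · Benchmarks – positive and negative control wells on each plate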
KCNK9 block = KCNK9 potassium channel inhibitors, primary screen, HEK293 cells, thallium flux | Potassium channel subfamily K member 9 (Homo sapiens), Q9NPC2 | FluxOR thallium flux fluorescence; hits give low values | B-score at 10 µM | hit rate 1.2% among 310,000;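 active means ratio B-score over 3 SD below the library mean, with starting fluorescence within 5 SD of its mean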;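 further: negative B-score means less thallium flux so channel inhibition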
ANO1 activ = TMEM16A chloride channel activators or potentiators, primary screen, cell-based, HTS | Anoctamin-1 (Mus musculus), Q8BHY3 | AID 623877, 2012 | HEK293 TMEM16A/YFP-H148Q/I152L, iodide quench fluorescence; hits give low values | B-score at 10 µM | hit rate 0.3% among 340,000;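 active means fluorescence-ratio B-score plate-corrected deviation score at least 3 library SD below zero, with starting fluorescence score within 5 deviations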;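 further: channel opened by trigger with iodide after compound preincubation; score built on the fluorescence ratio of max minus min over baseline; more negative score means more quench and so TMEM16A activation or potentiation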
RGS4 pot = RGS4 potentiators or activators, primary screen, cell-based, HEK293 M3R inducible RGS4, calcium flux | carbachol calcium flux Fluo4; hits give low values | B-score at 10 µM | hit rate 0.92% among 310,000 | AID 463111, 2010;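 active means B-score of the integrated calcium signal more than 4 SD below the library mean, with starting fluorescence not abnormally high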;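 further: negative B-score means reduced calcium response which marks RGS4 activation or potentiation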
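Material: M3R-expressing HEK293 line, RGS4 induced by doxycycline | Schedule: Overnight RGS4 induction, 30 min dye load 37 °C, 20 min compound RT | Measured by: Fluo4 fluorescence kinetic imaging of calcium | Read-out: Integrated calcium ratio converted to B score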
TMEM16A inh = TMEM16A chloride channel inhibitors, primary screen, cell-based, HTS | HEK293 TMEM16A/YFP iodide influx fluorescence, ionomycin | hit rate 1.2% among 310,000 | normalized B-score (activity score, 25-100; higher = stronger inhibition) at 10 µM | Anoctamin-1 (Mus musculus), Q8BHY3 | AID 588511, 2011;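 active means ratio plate-corrected score three or more library SD toward inhibition, starting fluorescence score within five deviations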;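 further: score derived from kinetic fluorescence span divided by baseline fluorescence per well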
KCNQ1 pot = potentiators or activators of KCNQ1 channel, primary screen, cell-based, thallium flux, high-throughput; hit rate 0.35% among 310,000; Potassium voltage-gated channel subfamily KQT member 1 (Homo sapiens), P51787; CHO-K1 KCNQ1, thallium flux FluxOR fluorescence; hits give high values; AID 2648, 2010; B-score at 10 µM;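 active means fluorescence ratio B-score, a plate-corrected score, at least three library SD, with initial intensity B-score within 5 SD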
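Medium – assay buffer, equal DMSO in all wells · Material – CHO-K1 cell line with stable KCNQ1 potassium channel expression · Signal – kinetic FluxOR thallium fluorescence, 10-s 1-Hz baseline, 110-s post-stimulus read · Compound – single concentration per compound, DMSO matched to controls · Schedule – 37 °C overnight plating, 90-min dark dye load, 20-min compound pretreatment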
hERG rescue = hERG rescue from dofetilide block, primary screen, cell-based, CHO-hERG, FluxOR thallium flux, dofetilide IC70; activation (rescue from dofetilide block), less the hit threshold, % at 10 µM; dofetilide IC70 present; hit rate 0.51% among 310,000; Voltage-gated inwardly rectifying potassium channel KCNH2 (Homo sapiens), Q12809;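 active means activation above the mean of controls blocked by dofetilide plus 5 SD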;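 further: thallium influx through hERG after potassium depolarization seen as dye fluorescence rise; in these data hits start at about 4.7%; inactives centre near -7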
Target sequence (Q12809 whole entry, looked up): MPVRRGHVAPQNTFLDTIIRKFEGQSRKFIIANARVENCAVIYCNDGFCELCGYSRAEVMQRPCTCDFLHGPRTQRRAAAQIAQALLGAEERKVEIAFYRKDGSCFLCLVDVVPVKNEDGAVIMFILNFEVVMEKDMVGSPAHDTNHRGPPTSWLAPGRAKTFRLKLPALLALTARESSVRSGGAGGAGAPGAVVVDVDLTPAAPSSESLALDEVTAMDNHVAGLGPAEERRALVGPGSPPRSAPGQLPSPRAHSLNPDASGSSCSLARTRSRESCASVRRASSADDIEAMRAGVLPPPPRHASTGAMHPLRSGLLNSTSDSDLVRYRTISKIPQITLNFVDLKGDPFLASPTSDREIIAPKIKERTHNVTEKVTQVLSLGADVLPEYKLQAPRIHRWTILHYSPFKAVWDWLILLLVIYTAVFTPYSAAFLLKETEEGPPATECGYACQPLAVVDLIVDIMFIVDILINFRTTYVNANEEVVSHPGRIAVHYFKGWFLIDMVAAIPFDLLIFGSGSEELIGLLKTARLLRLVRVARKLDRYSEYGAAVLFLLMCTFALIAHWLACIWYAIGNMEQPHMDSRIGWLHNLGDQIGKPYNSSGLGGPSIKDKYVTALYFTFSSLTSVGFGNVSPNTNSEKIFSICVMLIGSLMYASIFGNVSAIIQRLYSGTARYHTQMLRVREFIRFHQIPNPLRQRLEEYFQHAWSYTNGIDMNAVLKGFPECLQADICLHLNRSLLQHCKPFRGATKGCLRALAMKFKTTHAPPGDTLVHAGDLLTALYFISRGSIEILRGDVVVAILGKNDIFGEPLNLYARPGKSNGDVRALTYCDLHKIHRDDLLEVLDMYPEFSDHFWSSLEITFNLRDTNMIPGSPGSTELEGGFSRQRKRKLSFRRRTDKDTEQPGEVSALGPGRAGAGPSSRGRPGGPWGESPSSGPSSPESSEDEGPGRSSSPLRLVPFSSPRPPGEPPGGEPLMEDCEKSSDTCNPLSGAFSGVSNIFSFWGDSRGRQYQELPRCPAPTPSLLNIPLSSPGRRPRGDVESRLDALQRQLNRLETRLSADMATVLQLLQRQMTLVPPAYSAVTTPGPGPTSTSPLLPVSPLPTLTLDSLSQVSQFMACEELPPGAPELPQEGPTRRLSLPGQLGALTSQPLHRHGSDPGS
KCNQ1 block = inhibitors of human KCNQ1 channel, primary screen, cell-based, thallium flux, high-throughput; B-score at 10 µM; AID 2642, 2010; hit rate 1.3% among 310,000; CHO-K1 KCNQ1, FluxOR thallium flux fluorescence; hits give high values; Potassium voltage-gated channel subfamily KQT member 1 (Homo sapiens), P51787;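 active means compounds whose thallium flux B-score, printed positive for inhibition, exceeds three library SD while starting fluorescence stays within three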;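 further: channel opened by potassium depolarization with thallium stimulus after 20 min compound exposure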
KCNK3 inh = human KCNK3 channel inhibitors, primary screen, CHO cells, FluxOR thallium flux, B-score. Potassium channel subfamily K member 3 (Homo sapiens), O14649. FluxOR fluorescence; hits give low values. B-score at 10 µM. hit rate 0.84% among 340,000. AID 602410, 2012;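 active means B-score under library mean minus 4 SD, starting fluorescence ratio at most library mean plus 5 SD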;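 further: more negative B-score means stronger inhibition of thallium flux through KCNK3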
RGS4 block = RGS4 inhibitors, primary screen, cell-based, HEK293 M3R inducible RGS4, calcium flux; Regulator of G-protein signaling 4 (Homo sapiens), P49798; Fluo-4 calcium flux; hits give high values; triggered by carbachol at its EC20; B-score at 10 µM; hit rate 0.45% among 310,000;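 active means B-score, a plate-corrected calcium signal, over three deviations above library mean, with baseline fluorescence within five deviations of library mean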;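 further: RGS4 expression induced by doxycycline in cells with stable M3 receptor; B-score is computed from the integrated fluorescence ratio over baseline after carbachol; higher B-score means a larger calcium signal and so more RGS4 inhibition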
MrgX1 allo act = positive allosteric modulators of MrgX1, primary screen, HEK293 cells, Fluo-4 calcium flux. Mas-related G-protein coupled receptor member X1 (Homo sapiens), Q96LB2. FDSS; hits give high values. B-score at 10 µM. hit rate 0.63% among 310,000. AID 588675, 2011;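 active means plate-corrected calcium response at least 3 library SD above typical, normal starting fluorescence, not activating the receptor alone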;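 further: compound read alongside a low EC10 to EC30 dose of BAM8-22 agonist; peak minus trough fluorescence over baseline measured at the second addition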
An asterisk follows results filed as active; i = inactive; . = no result given.

The opening 2 records as a preview:
SMILES	MrgX1 agonist	KCNK9 block	ANO1 activ	RGS4 pot	TMEM16A inh	KCNQ1 pot	hERG rescue	KCNQ1 block	KCNK3 inh	RGS4 block	MrgX1 allo act
COc1ccc(-c2c[n+]3c(n2-c2c(C)n(C)n(-c4ccccc4)c2=O)CCCCC3)cc1	i	i	i	i	i	i	-4	i	i	i	i
Cc1ccc(-c2nn(-c3ccccc3)cc2C(=O)N2CCOCC2)cc1C	i	i	i	i	i	i	-6	i	i	i	i

This part in full, previewed entries included:
SMILES	MrgX1 agonist	KCNK9 block	ANO1 activ	RGS4 pot	TMEM16A inh	KCNQ1 pot	hERG rescue	KCNQ1 block	KCNK3 inh	RGS4 block	MrgX1 allo act
COc1ccc(-c2c[n+]3c(n2-c2c(C)n(C)n(-c4ccccc4)c2=O)CCCCC3)cc1	i	i	i	i	i	i	-4	i	i	i	i
Cc1ccc(-c2nn(-c3ccccc3)cc2C(=O)N2CCOCC2)cc1C	i	i	i	i	i	i	-6	i	i	i	i
O=C(COc1ccccc1Cl)N1CCN(C(=O)c2ccco2)CC1	i	i	i	i	i	i	-10	i	i	i	i
COCC(=O)N1CCN(c2ccc([N+](=O)[O-])cc2)CC1	i	i	i	i	i	i	-5	i	i	i	i
COc1ccc(OC)c(NC(=O)N2CCCC(CNS(=O)(=O)c3cccs3)C2)c1 (centres undefined)	i	i	i	i	i	i	-19	i	i	i	i
CCSc1nc(N2CCOCC2)c2c(c1C#N)CC(C)(C)N(C)C2	i	i	i	i	i	i	-7	i	i	i	i
O=C(NC1CCCC1)C1CCN(S(=O)(=O)c2ccccc2)CC1	i	i	i	i	i	i	-2	i	i	i	i
O=C(N/N=C/c1ccccn1)c1c[nH]c2ccccc12	i	i	i	i	i	i	-5	i	i	i	i
Cc1[nH]c2ccccc2c1C(=O)C(=O)N(C)C1CCCCC1	i	i	i	i	i	i	-5	i	i	i	i
CCCC(=O)NCCc1cc2cc(C)c(C)cc2[nH]c1=O	.	i	i	i	.	i	-7	i	i	i	.
CC1CN(C(=O)COC(=O)c2ccc(C#N)cc2)CC(C)O1 (centres undefined)	i	i	i	i	i	i	-5	i	i	i	i
COc1ccccc1N1CCN(C(=O)c2c(-c3c(F)cccc3Cl)noc2C)CC1	.	i	i	i	.	i	-8	i	i	i	.
CCN(C(=O)COC(=O)CNS(=O)(=O)c1ccccc1)c1ccccc1	i	i	i	i	i	i	-23	i	i	i	i
CCc1nc(N)c(C#N)c(-c2ccncc2)c1C	i	i	i	i	i	i	-8	i	i	i	i
Cc1cccc(NC(=O)CSc2nnc(C)c(=O)n2N)c1C	i	i	i	i	i	i	-7	i	i	i	i
COc1ccc(C)cc1NC(=O)CN1C(=O)COc2ccc(S(=O)(=O)N3CCOCC3)cc21	i	i	i	i	i	i	-2	i	i	i	i
Cc1ccc(OCC(=O)N/N=C2\CCOc3c(C)cccc32)cc1	i	i	i	i	i	i	-4	i	i	i	i
CCC(=O)N1CCc2cc(S(=O)(=O)CCC(=O)NCc3ccc(C)cc3)ccc21	i	i	i	i	i	i	-1	i	i	i	i
Cc1cc(C)c(C#N)c(N2CCN(Cc3ccc4c(c3)OCO4)CC2)n1	i	i	i	i	i	i	-5	i	i	i	i
Cn1c(=O)c2[nH]c(-c3cccnc3)nc2n(C)c1=O	i	i	i	i	i	i	-5	i	i	i	i
COc1ccc(C)cc1N(C)C(=O)Cc1c(C(=O)O)n(C)c2ccccc12	i	i	.	i	i	i	-1	i	i	i	i
COc1cc2cc(C(=O)N(C)C3CCS(=O)(=O)C3)[nH]c2cc1OC (centres undefined)	i	i	i	i	i	i	-6	i	i	i	i
CCc1ccc(Nc2nnc(SC3CCOC3=O)s2)cc1 (centres undefined)	i	i	i	i	i	i	-7	i	i	i	i
COc1ccc(Cl)cc1NC(=O)CCn1cnc2ccccc2c1=O	i	i	i	i	i	i	-11	i	i	i	i
Cc1ccccc1OCC(=O)Nc1cccc(NC(=O)c2ccco2)c1	i	i	i	i	i	i	-6	i	i	i	i
O=C(NCc1ccc2c(c1)OCO2)c1c[nH]c2ccc(S(=O)(=O)N3CCOCC3)cc2c1=O	i	i	i	i	i	i	-4	i	i	i	i
CC1=C/C(=C/N(C)C)C(=O)O1	i	i	i	i	i	i	-4	i	i	i	i
O=C(Nc1ccccc1)c1nnsc1S(=O)(=O)c1ccc(Cl)cc1	34*	i	i	i	i	i	-29	i	i	i	i
COc1ccc2cc(C(=O)NC3CCCCC3)c(=O)oc2c1	.	i	i	i	.	i	-3	i	i	i	.
COC(=O)CCCC1=CC2=CC(=O)C(C)(OC(=O)c3cccs3)C(=O)C2=CN1CCCOC(C)C (centres undefined)	i	i	i	i	i	i	-4	i	i	i	i
Cc1nn(-c2ccccc2)c2[nH]c(=O)c(CNCc3ccc4c(c3)OCO4)cc12	i	i	i	i	i	i	-7	i	i	i	i
CCCc1[nH]n(-c2nc3ccccc3s2)c(=O)c1C=NCCN1CCOCC1	i	i	i	i	i	i	-14	i	i	i	i
NNC(=O)c1nnn(-c2nonc2N)c1-c1cccs1	i	i	i	i	i	i	-14	i	i	i	i
COc1ccccc1C1C(C(=O)c2cc3ccccc3o2)=C(O)C(=O)N1c1cc(C)on1 (centres undefined)	i	i	i	i	i	i	-6	i	i	i	i
CN(C)c1ccc(/C=N/c2cc(-c3ccccc3)nn2-c2ccccc2)cc1	i	i	i	i	i	i	-15	i	i	i	i
C/C(=N\NC(=O)c1cc(C)nc2ccccc12)c1ccco1	i	i	i	i	i	i	-14	i	i	i	i
O=C(CCC1CC(=O)Nc2ccccc21)NCc1ccccc1 (centres undefined)	i	i	i	i	i	i	-10	i	i	i	i
COc1cccc(CNc2nc3nc(C)cc(C)n3n2)c1	i	i	i	i	i	i	1	i	i	i	i
Cc1ccc(Cl)c(OC(=O)c2ccc(N3CCOCC3)c([N+](=O)[O-])c2)c1	i	i	i	i	i	i	-13	i	i	i	i
Cc1ccc(NCc2nnc(SCC(=O)N3CCCCC3)n2CC2CCCO2)c(C)c1 (centres undefined)	i	i	i	i	i	i	-10	i	i	i	i
O=C(c1cc(COc2cccc(C(F)(F)F)c2)on1)N1CCSCC1	i	i	i	i	i	i	-4	i	i	i	i
Cc1nc2c(C(=O)NCc3ccc4c(c3)OCO4)c[nH]n2c(=O)c1Cl	i	i	i	i	i	i	-9	i	i	i	i
CCCCn1c(N)c(N(CC(C)C)C(=O)CN(C)S(=O)(=O)c2ccc(F)cc2)c(=O)[nH]c1=O	i	i	i	i	i	i	-7	i	i	i	i
CCCCC(CC)CNC(=O)c1ncn[nH]1 (centres undefined)	i	i	i	i	i	i	-11	i	i	i	i
CC(C)(C)C(=O)Nc1cccc(OC(F)(F)C(F)Cl)c1 (centres undefined)	i	-7*	i	i	i	i	-1	i	i	i	i
CC1CCCCN1C(=O)CSc1nc(C2CC2)nc2ccccc12 (centres undefined)	i	i	i	i	i	i	-16	i	i	i	i
COCCN(C(=O)COC(=O)Cc1coc2cc3c(cc12)CCC3)c1c(N)n(Cc2ccccc2)c(=O)[nH]c1=O	i	i	i	i	i	i	-17	i	i	i	i
CC(C)CSc1nnc2c3ccccc3n(C)c2n1	i	i	i	i	i	i	-13	i	i	i	i
CC1CCN(C(=O)CCCNC(=O)Cn2cnc3sc4c(c3c2=O)CCCC4)CC1	i	i	i	i	i	i	-4	i	i	i	i
O=C(COc1ccccc1)NCC(=O)Nc1ccc(S(=O)(=O)NCc2ccco2)cc1	i	i	i	i	i	i	-4	i	i	i	i
COc1ccc(C2CC(O)(c3ccccc3)Oc3cc(OC)cc(OC)c32)cc1 (centres undefined)	.	i	i	i	.	i	-8	i	i	i	.
Nc1nc(Cl)nc2c1ncn2C1CC(O)C(CO)O1 (centres undefined)	i	i	i	i	i	i	-3	i	i	i	i
COc1cccc(OCC(=O)NNC(=O)C(=O)Nc2ccc(OC)cc2OC)c1	i	i	i	i	i	11*	23*	i	i	i	i
Cc1cc(OCC(=O)Nc2ccc(S(=O)(=O)NC3=NCCCCC3)cc2)c(C(C)C)cc1Cl	i	i	i	i	i	i	-7	i	i	i	i
CN(C)N1C(N)=C(C#N)C(c2cccc(Cl)c2)C2=C1CCCC2=O (centres undefined)	i	i	.	i	i	i	-5	i	i	i	i
COC(CNC(=O)CCc1c(C)nc2c(c(C)nn2-c2ccc(C)cc2)c1C)OC	i	i	i	i	i	i	-2	i	i	i	i
CCOC(=O)C(C)Oc1nc(Oc2ccccc2)nc(N(C)C)n1 (centres undefined)	i	i	i	i	i	i	-6	i	i	i	i
O=C(CSc1nccc(=O)[nH]1)N1CCc2ccccc2C1	i	i	i	i	i	i	-2	i	i	i	i
Cc1[nH]nc(N)c1-c1ccccc1	i	i	i	i	i	i	-11	i	i	i	i
CC1CCc2sc(C(=O)OCC(=O)NC(N)=O)cc2C1 (centres undefined)	i	i	i	i	i	i	-6	i	i	i	i
Cc1cc(C(=O)Nc2cccc(S(=O)(=O)N3CCCCC3)c2)c2ccccc2n1	i	i	i	i	i	i	-14	i	i	i	i
O=C(CC1C(=O)NCCN1Cc1cccc(F)c1F)NC1CCCCCC1 (centres undefined)	i	i	i	i	i	i	-4	i	i	i	i

Source: PubChem BioAssay (Johns Hopkins Ion Channel Center)
